High-throughput results: PubChem BioAssay, Broad Institute
SIRT5 inh: inhibitors of human sirtuin-5 desuccinylase | Purified SirT5, succinyl-peptide AMC, trypsin-coupled fluorescence | inhibition, % at 15 µM | 1.1% of 330,000 active | AID 652115; in the data active = inhibition above about 15%; inconclusive = no clear call, values can overlap the other calls
Target sequence (Q9NXA8 whole entry, looked up): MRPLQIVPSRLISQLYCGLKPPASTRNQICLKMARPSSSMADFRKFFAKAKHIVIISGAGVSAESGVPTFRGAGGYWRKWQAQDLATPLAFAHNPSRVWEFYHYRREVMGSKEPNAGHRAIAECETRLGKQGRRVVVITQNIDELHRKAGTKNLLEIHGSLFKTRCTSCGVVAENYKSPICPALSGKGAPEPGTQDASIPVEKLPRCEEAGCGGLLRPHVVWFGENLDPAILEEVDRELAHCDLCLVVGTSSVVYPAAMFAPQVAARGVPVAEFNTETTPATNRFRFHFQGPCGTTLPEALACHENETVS
C2C12 statin: protects C2C12 myotubes from simvastatin toxicity; ATP luminescence, 48 h; scaled: DMSO 0, geranylgeraniol control 100; rescue of ATP level, % at 7.49 µM; 0.78% of 330,000 active;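 active = mean ATP rescue above about 67%, or every replicate alone reaching that limit, limit read from the data, passing the limit was not always enough; inconclusive = no clear call, values can overlap the other calls; inactive = mean under the limit and some replicate under it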;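 also: myotubes were challenged with 10 µM simvastatin during compound exposure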
miR122 inh: inhibitors of miR-122 in Huh7 cells; activation (reporter increase), % at 12.5 µM; Huh7 miR-122 Renilla luciferase sensor, 48 h; neutral wells = 0, positive control = 100; 0.3% of 340,000 active;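 active = mean replicate activation score at least 90 and every replicate individually at or above 90; inconclusive = only one of the two criteria met; inactive = neither criterion met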;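 also: higher luciferase means less miR-122 activity so hits act as miR-122 inhibitors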
ERp5 inh: blocks human ERp5 reductase activity on insulin. Q15084. ERp5 insulin aggregation, absorbance 650 nm, 90 min. inhibition, % at 9.99 µM. 0.05% of 350,000 active;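 active = mean replicate inhibition above about 25%, with every replicate also reaching it, limit read from the data, passing the limit was not always enough; inconclusive = only one of those two criteria met; inactive = neither criterion met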
Target sequence (Q15084 whole entry, looked up): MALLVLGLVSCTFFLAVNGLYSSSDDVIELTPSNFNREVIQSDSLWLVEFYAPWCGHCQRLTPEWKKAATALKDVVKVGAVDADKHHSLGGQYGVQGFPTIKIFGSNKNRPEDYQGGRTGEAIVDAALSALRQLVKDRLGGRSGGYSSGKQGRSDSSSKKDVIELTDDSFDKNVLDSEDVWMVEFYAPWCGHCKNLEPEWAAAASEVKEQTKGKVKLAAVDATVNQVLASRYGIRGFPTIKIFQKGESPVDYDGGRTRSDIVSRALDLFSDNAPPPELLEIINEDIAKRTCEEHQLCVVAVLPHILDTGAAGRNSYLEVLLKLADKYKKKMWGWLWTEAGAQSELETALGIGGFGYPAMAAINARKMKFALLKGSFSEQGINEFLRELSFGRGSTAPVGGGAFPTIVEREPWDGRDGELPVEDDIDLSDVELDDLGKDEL
esBAF inh: inhibitors of esBAF chromatin remodeling in mouse ES cells. Bmi1-luciferase knock-in reporter, 24 h; 100% = twice the neutral-well signal. reporter increase, % at 12.5 µM. 2% of 350,000 active. AID 602393; in the data active = activation above about 40%; inconclusive = no clear call, values can overlap the other calls;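 also: 0% = median of the plate's neutral control wells and 100% = double that signal; a rise in the Bmi1 reporter signal indicates esBAF inhibition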
ARNT TACC3 PPI: disrupts binding between human ARNT and TACC3; AlphaScreen His-ARNT PAS-B/GST-TACC3 binding, luminescence; TACC3 fragment carries E629A point mutation; inhibition, % at 9.99 µM; 0.66% of 390,000 active;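 active = mean inhibition of replicates at least 50% and at least half of replicates each reaching 50%; inconclusive = half or more replicates reach 50% but mean below 50%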;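 also: 0% = complete ARNT plus TACC3 wells and 100% = ARNT alone without TACC3; many hits fall short of the cut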
Cneo AK release: Cryptococcus neoformans lysis via adenylate kinase release; lysis activity, % at 15 µM; C. neoformans lysis, adenylate kinase release luminescence, 4 h; normalised: neutral wells 0, clomiphene wells 100; 0.2% of 360,000 active; AID 651654;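 active = mean lysis activity across replicates of at least 80%, whatever share of replicates individually reach that level; inactive = mean lysis activity below 80%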
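Assay system: C. neoformans cells. Amount: yeast cell density of 5 × 10^6 cells/mL. Technique: AK luminescence. Buffer or medium: YPD. Times: static 4 h at 37 °C with compound, 1 h detection. Dosing: single-point compound dose. Read-out: lysis from increased AK signal.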
* hit, by the source's call; u = inconclusive; x = no result given; & = joins results of further samples; [ ] = another dose, or the depositor's remark. Compounds as they come; any-hit rate near 4%.

Molecule | SIRT5 inh | C2C12 statin | miR122 inh | ERp5 inh | esBAF inh | ARNT TACC3 PPI | Cneo AK release
C[C@H](CO)N1C[C@H](C)[C@H](CN(C)C(=O)Cc2ccccc2)Oc2ncc(C#Cc3ccccc3F)cc2C1=O | -1 | -55 | -7[16.7 µM] | -10 | -1 | 2 | 0
CC(C)C#Cc1cnc2c(c1)C(=O)N([C@@H](C)CO)C[C@@H](C)[C@@H](CN(C)C(=O)Nc1cccc(F)c1)O2 | 3 | 18 | 20[16.7 µM] | -4 | 7 | 25 | -2
Cc1cccc(NC(=O)NC(C)C(c2ccccc2)N2CCN(C)CC2)c1 (stereo unspecified) | 1 | x | x | -2 | x | -3 | x
O=C(c1ccc(F)cc1)c1cnc(Nc2ccccc2)s1 | -1 | x | x | -1 | x | 0 | x
CCOc1cc(/C=N/NC(=O)CSc2nnc(C)s2)ccc1OCc1ccccc1Cl | -6 | x | x | 5 | x | -16 | x
C[C@@H]1CCCCO[C@@H](CN(C)C(=O)Nc2ccccc2)[C@@H](C)CN([C@H](C)CO)C(=O)c2cc(NC(=O)CCC(F)(F)F)ccc2O1 | -7 | x | 2[16.7 µM] | 0 | -1 | -11 | 2
C[C@H](CO)N1C[C@H](C)[C@@H](CN(C)S(=O)(=O)c2cccs2)Oc2ccc(NS(C)(=O)=O)cc2CC1=O | 8 | -14 | -2[16.7 µM] | -2 | 7 | -10 | 6
O=C(/C=C/c1ccccc1Cl)NCc1ccco1 | x | 20 | -3 | x | 38 | 2 | -4
O=[N+]([O-])c1cc2c(cc1CN1CCN(c3ccccc3)CC1)OCO2 | 1 | 3 | 17 | 2 | 24 | 10 | 13
Cc1noc(C)c1NC(=O)Nc1ccc2c(c1)C(=O)N([C@@H](C)CO)C[C@@H](C)[C@H](CN(C)Cc1ccc(C(F)(F)F)cc1)OCCCC[C@@H](C)O2 | 8 | x | 5[16.7 µM] | 2 | 2 | 3 | 55
CCOC(=O)Cc1csc(NC(=O)CSc2nnc(-c3ccc(C)cc3)o2)n1 | x | -19 | -1 | x | -4 | 4 | -13
Cc1ccc(C(=O)N/C(=C\c2ccc(F)cc2)C(=O)NCCN2CCOCC2)cc1 | -2 | -3 | -1 | 0 | -1 | -4 | 0

Some of the entries so far, field by field:
CC(C)C#Cc1cnc2c(c1)C(=O)N([C@@H](C)CO)C[C@@H](C)[C@@H](CN(C)C(=O)Nc1cccc(F)c1)O2
  SIRT5 inh: 3
  C2C12 statin: 18
  miR122 inh: 20[16.7 µM]
  ERp5 inh: -4
  esBAF inh: 7
  ARNT TACC3 PPI: 25
  Cneo AK release: -2
Cc1cccc(NC(=O)NC(C)C(c2ccccc2)N2CCN(C)CC2)c1 (stereo unspecified)
  SIRT5 inh: 1
  C2C12 statin: x
  miR122 inh: x
  ERp5 inh: -2
  esBAF inh: x
  ARNT TACC3 PPI: -3
  Cneo AK release: x
O=C(c1ccc(F)cc1)c1cnc(Nc2ccccc2)s1
  SIRT5 inh: -1
  C2C12 statin: x
  miR122 inh: x
  ERp5 inh: -1
  esBAF inh: x
  ARNT TACC3 PPI: 0
  Cneo AK release: x
CCOc1cc(/C=N/NC(=O)CSc2nnc(C)s2)ccc1OCc1ccccc1Cl
  SIRT5 inh: -6
  C2C12 statin: x
  miR122 inh: x
  ERp5 inh: 5
  esBAF inh: x
  ARNT TACC3 PPI: -16
  Cneo AK release: x

(further entries)
Molecule | SIRT5 inh | C2C12 statin | miR122 inh | ERp5 inh | esBAF inh | ARNT TACC3 PPI | Cneo AK release
O=C(C[C@H]1C[C@@H]2c3cc(NS(=O)(=O)c4ccc(F)cc4)ccc3O[C@@H]2[C@@H](CO)O1)NCc1ccncc1 | -1 | -1 | 6[16.7 µM] | -4 | 0 | -1 | -5
C[C@@H]1CN([C@@H](C)CO)S(=O)(=O)c2ccc(-c3ccc(C(=O)N(C)C)cc3)cc2O[C@H]1CN(C)C(=O)C1CCC1 | -2 | 0 | -3[16.7 µM] | -7 | -6 | 4 | 7
Cc1ccc(S(=O)(=O)N(C)C[C@@H]2Oc3ccc(NC(=O)Cc4ccccc4)cc3C(=O)N([C@H](C)CO)C[C@H]2C)cc1 | -6 | 16 | -7[16.7 µM] | -2 | 4 | -6 | -3
O=C(CNC(=O)N1CC(=O)Nc2ccccc21)NCCCc1ccccc1 | -12 | 2 | 7 | 7 | 1 | x | 1
Nc1ccccc1-c1nnc(-c2ccccc2N)n1N | -1 | x | 5 | 3 | x | -18 | x
O=C(O)CCCN=CC1=C(O)C(C(=O)c2ccccc2)CCC1=O (stereo unspecified) | x | -6 | -5 | x | 1 | 0 | -1
O=C(O)Cc1cc2c(s1)CCCCC2 | x | -12 | -7 | x | -3 | 0 | -4
O=C(CCS(=O)(=O)c1ccc(Br)cc1)N1CCCCCC1 | -4 | -2 | 3 | 1 | -5 | -4 | -1
CC(C)NC(=S)NC(c1ccccc1)(c1ccccc1)c1ccccc1 | 1 | 2 | -8 | 2 | -6 | 4 | 0
N#Cc1c(N)nc2c(c1-c1ccc3c(c1)OCO3)CCc1ccccc1-2 | x | x | -1 | x | x | -1 | 1
COCCCNc1nc2c(c(=O)n(C)c(=O)n2C)n1Cc1cccc(OC)c1 | x | x | -10 | x | -36 | x | -2
COC(=O)C(NC(=O)c1ccccc1C)(Nc1ncc(S(=O)(=O)c2ccc([N+](=O)[O-])cc2)s1)C(F)(F)F (stereo unspecified) | x | -2 | -3 | x | 3 | 15 | -4

Molecule | SIRT5 inh | C2C12 statin | miR122 inh | ERp5 inh | esBAF inh | ARNT TACC3 PPI | Cneo AK release
C(=N\n1cnnc1)/c1ccccc1OCCOc1ccccc1 | x | -26 | -2 | x | 61* | -7 | 0
CCc1ccc2nc(/N=C(\N)NC(=O)c3ccccc3)nc(C)c2c1 | -1 | 5 | 4 | 2 | 44 | -1 | -4
O=C(NC(Cc1c[nH]c2ccccc12)C(=O)O)/C(=C/c1ccco1)NC(=O)c1ccccc1 (stereo unspecified) | 4 | x | x | 1 | x | 6 | x
O=C(NCc1ccccn1)C(=O)Nc1ccccc1 | 2 | x | -4 | 2 | x | 0 | 1
NC(=O)C1CCN(S(=O)(=O)c2ccccc2[N+](=O)[O-])CC1 | -1 | 8 | x | 2 | -3 | -8 | 0
C[C@H](CO)N1C[C@H](C)[C@@H](CN(C)Cc2ccc(C(=O)Nc3ccccc3N)cc2)Oc2ccc(NS(C)(=O)=O)cc2C1=O | x | x | -3[16.7 µM] | 1 | -3 | 0 | 54
O=C(Nc1ccc([N+](=O)[O-])cc1)C1C(c2ccccc2)=C1c1ccccc1 | -6 | x | x | -1 | x | 1 | x
Cc1ccc(NC(=O)CSc2nncs2)cc1Cl | 3 | 0 | -4 | 4 | 4 | -3 | -1
Clc1ccc(OCc2cn3ccccc3n2)c2ncccc12 | -2 | x | x | 2 | x | 17 | x
CC(=O)c1ccc(Oc2cc(C(F)(F)F)cnc2C(N)=O)cc1 | -2 | -1 | -1 | -2 | -4 | -1 | 6
O=C(Cc1ccc(Cl)cc1)Nc1ccccc1N1CCOCC1 | x | -10 | -5 | x | 0 | 5 | 0
COc1ccc2c(Cl)cc(NC(=O)Nc3c(C)cccc3C)nc2c1 | 0 | -81 | 0 | 4 | -7 | x | 1

SMILES	SIRT5 inh	C2C12 statin	miR122 inh	ERp5 inh	esBAF inh	ARNT TACC3 PPI	Cneo AK release
CCOc1cc2[nH]c(=O)n(CCCCC(=O)NCc3ccco3)c(=O)c2cc1OCC	x	1	-16	x	-7	-2	-13
Cc1ccc(-n2cccc2C(=S)N=P(N(C)C)(N(C)C)N(C)C)cc1	x	-260	5	x	-30	6	1
CCCc1cc(=O)n2[nH]c(C)nc2n1	x	3	3	x	-5	-29	-2
O=C1/C(=C/c2ccc([N+](=O)[O-])cc2)C=C(c2ccccc2)N1c1ccccc1	x	34	x	x	6	-20	-3
COC(=O)c1ccccc1NC(=O)C1CC(c2ccccc2O)=NO1 (stereo unspecified)	x	-27	-2	x	1	17	-4
Cc1ccccc1C(=O)O/N=C1\CCS(=O)(=O)c2sccc21	x	-7	0	x	u	-5	2
COC(=O)c1sccc1NC(=O)c1csc(C)c1	x	9	21	x	0	22	0
COc1ccc(S(=O)(=O)N2CCOCC2)cc1NC(=O)c1cccc(-n2cccc2)c1	1	32	-2	5	-5	2	x
CCOC(=O)C1(Cc2ccccc2Cl)CCN(S(=O)(=O)N(C)C)CC1	-3	x	x	0	x	-9	x
CN(Cc1ccc(Cl)c(Cl)c1)C(=O)C1CSC2(C)CCC(=O)N12 (stereo unspecified)	0	3	-3	-3	10	0	2

SMILES	SIRT5 inh	C2C12 statin	miR122 inh	ERp5 inh	esBAF inh	ARNT TACC3 PPI	Cneo AK release
C[C@H]1CN([C@@H](C)CO)C(=O)CCCn2cc(nn2)CO[C@@H]1CN(C)C(=O)Oc1ccccc1	0&-5&-1	16&-3&0	-4[16.7 µM]	0&-5&7	4&-2&-10	-8&-7	-1&-14&2
CC1CC(C)CN(S(=O)(=O)c2ccc3oc(=O)ccc3c2)C1 (stereo unspecified)	-3	-6	x	0	-10	-12	-1
c1ccc2c(c1)Cc1cc3ccccc3nc1-2	1	-4	2	-1	11	-18	-2
O=C1OCCC1Sc1nc2ccccc2c(=O)n1Cc1ccccc1 (stereo unspecified)	-3	x	x	2	x	2	x
CCOc1ccc(CCNC(=O)c2cc(S(=O)(=O)N3CCOCC3)ccc2C)cc1OCC	1	0	x	-8	-3	-3	x
COc1ccc(C(=O)NC(=S)Nc2ccc(CN3CCOCC3)cc2)cc1OC	-2	7	-4	2	-3	x	5
CN(CC(=O)Nc1c(Cl)cccc1Cl)C(=O)c1sccc1-c1ccccc1	0	-15	x	1	3	0	x
COc1ccc(CN(C)C[C@@H]2OCCCC[C@H](C)Oc3ccc(NC(=O)Nc4ccc(OC)cc4)cc3C(=O)N([C@@H](C)CO)C[C@H]2C)cc1	8	x	5[16.7 µM]	0	-1	6	-5
C[C@@]12CCC3[C@@](CCC4[C@@]3(C)CCC[C@@]4(C)C(=O)O)(CC1=O)C2 (stereo partly specified)	-2	-7	-1	3	2	22	1
CCN1C(=O)N[C@@H](c2ccc(Br)cc2)C(C(C)=O)=C1C	-2	1	-1	5	-3	-1	0

SMILES	SIRT5 inh	C2C12 statin	miR122 inh	ERp5 inh	esBAF inh	ARNT TACC3 PPI	Cneo AK release
CCN(CC)C(=O)CCS(=O)(=O)c1cccc2nonc12	2	x	x	5	x	-7	x
CN(C)C(=O)c1cccc(-c2ccc3c(c2)[C@@H]2[C@@H](CCN2Cc2ccccc2F)[C@@H](CO)N3)c1	x	-25	0[16.7 µM]	x	-2	3	2
CC(=O)N1CCN(c2ccccc2NC(=O)c2ccc3ccccc3c2)CC1	5	-3	10	5	21	11	7
Nc1cc(=O)[nH]c(SCC(=O)Nc2cccc(S(=O)(=O)N3CCCCCC3)c2)n1	5	-5	-2	-3	-4	10	-1
